SKKanGAS inh: S. pyogenes SKKanGAS growth inhibitors in kanamycin, primary screen, streptokinase expression inhibitor project, SKKanGAS strain, BacTiter-Glo luminescence; 6 h; 1.3% of 300,000 active; inhibition, % at 7.5 µM; AID 1662, 2009;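 active = mean replicate score, as percent of positive control median, at least 50; inconclusive = mean below 50 but one replicate at or above 50; inactive = mean and every replicate below 50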;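 note: strain carries kanamycin resistance gene driven by streptokinase promoter and grows in 40 µg/ml kanamycin; loss of luminescence reflects streptokinase promoter inhibition or plain growth inhibition; 0% = median of DMSO wells and 100% = positive control at its reference dose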
HSF1 activator: HSF-1 activators, primary screen, NIH3T3-HGL cells, MG132 stress, luminescence, single point. NIH3T3-HGL HSF-1 luciferase reporter, 8 h; 100% = twice DMSO control signal. activation, % at 9 µM. 1.7% of 300,000 active. AID 504408, 2011;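 active = mean replicate activation of at least 50% with a set share of replicates each reaching 50%; inconclusive = only one of those two conditions met; inactive = mean below 50% and too few replicates reaching it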;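 note: 0% = median of the neutral control wells and 100% = twice that signal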
HIF act: HIF pathway transcriptional activators, primary screen, cell-based, U2OS HRE-luciferase, luminescence | activation, % at 7.5 µM (by protocol) | U2OS HRE-luciferase reporter; normalized: DMSO 0%, desferrioxamine 100% | 0.32% of 300,000 active | AID 1910, 2009;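 active = mean activation of at least 10% of the iron chelator positive control signal, with at least half of replicates also reaching 10%; inconclusive = mean and replicate majority disagree about reaching 10%; inactive = mean and most replicates under 10%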
aSyn 5UTR inh: MLPCN primary screen, SNCA 5' untranslated region | inhibition, % (tested at 7.5 µM) | AID 1813, 2009 | 0.82% of 300,000 active | alpha-synuclein 5'UTR reporter, inhibitor activity; in the data active = inhibition above about 60%; inconclusive = no clear call, values can overlap the other calls;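 note: H4 neuroglioblastoma cells stably carrying SNCA 5'UTR luciferase fusion; 0% = DMSO wells and 100% = positive control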
HSF1 inh: HSF1 inhibitors in luciferase reporter cells, primary screen, cell-based, NIH3T3, luminescence; NIH3T3-HGL HSE-luciferase, MG132-induced, luminescence 8 h; active compounds read low; activity change, negative = inhibition, % at 7.5 µM (by protocol); 0.77% of 300,000 active; AID 2098, 2009;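 active = more than half of replicate wells show activity change below -50%, luminescence cut by over half; inconclusive = some wells, but at most half, below -50%; inactive = no replicate well below -50%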;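 note: luciferase reports HSF-1 transcriptional activity via heat shock element; 0% = median of DMSO wells and -100% = zero luminescence signal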
IEC-6 tox: cytotoxicity in IEC-6 intestinal epithelial cells, primary screen, cytotoxicity control for KLF5 inhibitor project, cell-based, luminescence | IEC-6 cytotoxicity, luminescence viability | inhibition, % at 5 µM | 0.78% of 290,000 active | AID 1825, 2009; in the data active = inhibition above about 22%;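 note: 0% = plate median of test compound wells and 100% = cytotoxic reference compound wells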
AI-2 QS modul: Vibrio harveyi AI-2 quorum sensing modulators, primary screen, JMH597 strain, luminescence/OD600 ratio; Vibrio harveyi JMH597 AI-2 luminescence/OD600 ratio, 9 h; active compounds read low; strain lacks LuxN and CqsS sensors; 0 = neutral-control median; activity change, % at 7.5 µM; 0.4% of 300,000 active; in the data active = activity change below about -75%, passing the limit was not always enough; inconclusive = no clear call, values can overlap the other calls;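 note: luminescence divided by OD600 gain over 9 h not by final OD600 alone; inactives centre near 13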
Platelet DG rel: inhibitors of platelet dense granule secretion, primary screen, cell-based, MLPCN, human platelets. inhibition, %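 (compounds screened at 7.5 µM in platelet-rich plasma)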. human platelet-rich plasma, SFLLRN dense granule ATP release, luminescence. AID 1663, 2009. 0.22% of 300,000 active;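 active = mean replicate score, as percent of positive control, at or above 50; inconclusive = mean below 50 but at least one replicate at or above 50; inactive = mean and every replicate below 50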
KLF5 inh: KLF5 expression inhibitors, primary screen, DLD-1 cells, luminescence. 0.23% of 290,000 active. DLD-1 KLF5 promoter-luciferase reporter. inhibition, % at 5 µM;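 active = inhibition above a per-plate limit of that plate's mean compound inhibition plus 3 SD, cut at about 60% in these data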;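 note: 0% = DMSO wells and 100% = LY294002 at 200 µM; higher means less KLF5 promoter-driven luciferase light; inactives centre near -14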
HSP90 inh: HSP90 inhibitors, primary screen, cell lysate, luminescence; Heat shock protein HSP 90 (rabbit reticulocyte lysate; luciferase refolding); Rabbit reticulocyte lysate, luciferase refolding luminescence, 3 h; inhibition, % at 5.6 µM; 0.91% of 290,000 active;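 active = inhibition above the screen-wide mean plus 3 SD, computed separately per campaign, cut at about 16% in these data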;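 note: 0% = DMSO wells and 100% = 60 µM geldanamycin wells; inhibitors lower the luminescence because luciferase stays unfolded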
Numbers without * were called inactive; ? = inconclusive; nt = no result given.

Values run as follows: IEC-6 tox	HSF1 activator	Platelet DG rel	HSP90 inh	aSyn 5UTR inh	HSF1 inh	HIF act	AI-2 QS modul	KLF5 inh	SKKanGAS inh
> CCOC(=O)c1cc2c(n(-c3ccc(C)cc3)c1=O)CCCC2=O
    4.5	5.2	-8.4	5.3	-5.9	-7.6	-39.9	9.1	-11.8	21.5
> CCOC(=O)C1(Cc2cccc(OC)c2)CCCN(C(=O)c2ccccc2C)C1 (stereo unspecified)
    -5.1	24.6	4.2	-4.3	-84.4	7.7	2.6	2.0	-57.4	-8.8
> CCOC(=O)c1c(N)c(C#N)c2n1CCCCC2
    -2.0	-40.6	1.0	5.1	37.3	-28.5	-1.3	23.6	17.5	-0.2
> CCCCC(=O)NC(NC(=S)N1CCCCCC1)C(Cl)(Cl)Cl (stereo unspecified)
    -7.2	13.3	3.3	-3.1	16.2	5.2	-1.9	-6.0	-18.9	4.6
> CCOc1ccc(Br)cc1S(=O)(=O)Nc1ccc(Cl)c(S(=O)(=O)N(CC)c2ccccc2)c1
    -1.5	40.9	17.3	-2.9	1.2	5.2	-0.3	29.6	12.9	9.9
> O=C(N/N=C/c1ccoc1)c1ccc([N+](=O)[O-])cc1
    4.6	nt	nt	1.2	nt	nt	nt	8.6	-27.5	nt
> N#C/C(=C\c1cccc(Cl)c1)C(=O)c1ccccc1
    2.5	-4.2	1.4	0.9	-10.9	-8.6	0.1	8.8	-7.5	-1.3
> COc1ccc(CC(=O)OCC(=O)Nc2ccc(Cl)cn2)cc1
    -6.6	-8.7	2.0	-1.2	-0.1	-5.4	-0.2	-46.7	-19.0	0.5
> CC(C)(C)c1ccc(/C=C(\C#N)C(=O)NCCN2CCOCC2)cc1
    -2.6	0.7	-8.7	-2.7	29.1	6.0	-9.2	24.8	-7.4	-1.2
> O=C(NNC(=S)NC(=O)c1ccc(Br)cc1)c1ccc([N+](=O)[O-])cc1
    -1.1	-3.3	-7.2	1.5	5.9	-0.8	1.2	?	-5.6	100.2*
> CCCC[C@@H]1C[C@H]1[C@@H](NC(=O)c1ccco1)c1ccccc1C(F)(F)F
    nt	6.4	-5.4	nt	3.1	13.2	-0.2	0.0	nt	8.1
> CCCCc1cc(=O)oc2cc(OCC(=O)N3CCC(C(N)=O)CC3)ccc12
    -10.3	-6.2	-0.4	-4.1	17.6	-1.4	0.1	16.2	-18.5	-1.3
> O=C(N/N=C/c1ccccn1)c1sc2ccccc2c1Cl
    -2.5	-21.2	-20.6	4.9	-36.4	-11.4	7.0	?	-9.6	33.6
> O=C(CCN1C(=O)/C(=C\c2ccccc2)SC1=S)NCCCN1CCOCC1
    -1.2	15.8	-34.9	-0.1	8.7	13.5	-0.3	34.8	-26.4	-1.5
> Cc1cccc(-n2cc(CN3CCN(c4ccccn4)CC3)c(-c3cccc(F)c3)n2)c1
    2.0	16.8	-0.1	4.5	-25.2	11.3	0.3	40.4	8.4	0.2
> COc1ccc(C(C)=O)cc1CSc1nnc(-c2ccccc2O)n1-c1ccccc1
    -6.0	11.1	0.2	-1.4	19.7	8.0	-0.8	15.1	7.8	-5.1
> CCN(CC)S(=O)(=O)c1ccc(N=Cc2c(C)c(C#N)c(=O)n(C)c2O)cc1
    1.1	28.2	13.4	-0.8	4.4	7.3	-0.7	22.8	-8.2	1.2
> CCC(=O)NC(=S)Nc1ccc(S(=O)(=O)NC(C)=O)cc1
    -2.9	-1.6	-10.3	-2.1	-13.7	-6.0	0.2	17.9	-8.2	0.3
> CCOC(=O)N1CCN(C(=O)c2ccc3c(=O)n(CC4CCCO4)c(=S)[nH]c3c2)CC1 (stereo unspecified)
    -0.5	-2.4	3.5	-1.6	5.1	4.3	-0.3	17.2	-40.4	-0.5
> COc1ccc([N+](=O)[O-])cc1NC(=O)COC(=O)c1ccc(O)cc1
    -9.7	6.9	1.6	0.0	5.5	6.0	-0.1	8.8	-8.0	0.3
> O=c1cc(C(O)C[N+](=O)[O-])occ1OCc1ccccc1 (stereo unspecified)
    nt	-3.5	-11.3	nt	-19.2	-0.2	-0.3	-8.9	nt	-1.4
> Cc1ccc(-n2[nH]c(C)c(C=Nc3cc(C)ccn3)c2=O)cc1
    5.5	-32.7	0.8	-0.9	-19.2	-21.3	-27.8	-14.0	-41.2	10.4
> O=C(CSc1ccccc1)Nc1ccccc1C(=O)N1CCCC1
    -1.9	15.1	7.0	1.5	-20.4	1.5	0.3	2.0	-5.2	-1.2
> CCCCN(C(=O)CCSc1ccc(F)cc1)c1c(N)n(Cc2ccccc2)c(=O)[nH]c1=O
    nt	20.2	9.1	nt	13.0	0.3	0.1	17.7	nt	5.3
> O=C(CSc1nnnn1Cc1ccccc1)Nc1ccccc1
    -1.6	-1.1	-0.8	-1.5	7.4	-2.8	-0.1	-2.1	1.9	-0.4
> Cc1noc(/C=C/N(C)C)c1S(=O)(=O)N(C)CC(=O)NC1CCCCC1
    -7.7	-3.0	1.1	5.0	-4.3	7.6	0.1	44.9	-20.0	1.2
> CCn1cc(Cl)c(C(=O)Nc2nccs2)n1
    -3.7	-7.7	-2.6	-1.0	-81.8	-0.9	-0.1	8.2	-64.7	-4.8
> Cc1cc(C)n(CC(O)COc2ccc(C(C)C)c(C)c2)n1 (stereo unspecified)
    2.7	-0.9	-3.1	5.8	-4.1	6.1	-0.4	-10.5	-43.4	0.1
> O=C(N/N=C/c1cccnc1)c1ccccc1[N+](=O)[O-]
    1.8	23.0	-1.7	-3.4	1.7	-1.7	0.2	20.0	35.4	-8.6
> CCCN1CNC(=S)N(c2cccc(C)c2C)C1
    1.9	-3.6	15.4	-2.1	2.6	-1.4	-0.1	3.2	-13.9	-3.8
> CCN(C1CCCCC1)S(=O)(=O)c1ccc(OC)c(C)c1
    1.1	5.8	1.9	-1.4	9.7	12.8	-0.5	15.9	-14.9	12.5
> COc1cccc(OCC(O)CN2CCC(CN3C(=O)c4cccc5cccc(c45)C3=O)CC2)c1 (stereo unspecified)
    8.6	-7.5	-2.8	1.2	5.1	-2.6	-0.1	19.8	-8.8	1.6
> O=P(c1ccccc1)(c1ccccc1)C(c1ccco1)N1CCOCC1 (stereo unspecified)
    -4.1	-10.2	3.4	3.1	3.3	-11.8	-0.4	6.9	-30.3	5.7
> COc1cccc(C(=O)Nc2cccc(-c3ccc4nncn4n3)c2)c1OC
    -3.3	-9.8	-1.5	-10.5	1.6	-1.8	-0.4	14.4	-57.5	2.7
> O=C(NC1CCCC1)NS(=O)(=O)c1ccccc1Cl
    -8.5	1.4	8.9	1.6	12.1	-7.3	0.9	49.8	-3.1	-4.2
> N#CCCn1c(-c2nonc2NC(=O)c2ccccc2Cl)nc2ccccc21
    2.6	1.2	-0.3	-0.4	16.2	0.1	0.1	11.8	0.6	10.7
> O=C(Cc1noc2ccccc12)Nc1ccc(Cl)cc1
    -6.4	21.5	-23.2	-5.6	-68.5	17.4	2.3	-84.3*	-52.2	-0.3
> O=C(Nc1cccc(N2C(=O)C=CC2=O)c1)c1cccs1
    nt	-13.8	30.7	nt	6.0	-23.0	0.0	?	nt	5.9
> CCC(C)(C)NC(=O)C(c1cccs1)N(CC1CCCO1)C(=O)Cn1nnc2ccccc21 (stereo unspecified)
    -2.4	-2.6	-2.3	1.1	-23.8	-9.7	0.0	-0.8	-19.6	0.2
> CCC(C)NS(=O)(=O)c1ccc(N)cc1 (stereo unspecified)
    2.1	3.0	-0.4	0.2	20.5	7.6	-0.1	14.6	-10.6	-3.9
> CN(C(=O)c1ccoc1)c1ccc2ccccc2c1
    4.8	-2.5	-8.6	-5.3	-15.5	-7.4	1.0	19.3	-36.0	-2.8
> CCN1C(=O)C2CCCCN2c2ccc(C(=O)NCCOC)cc21 (stereo unspecified)
    -1.0	33.2	-1.6	-5.4	11.8	-5.4	0.8	10.3	3.0	-5.0
> Clc1ccc(Oc2nc(Oc3ccc(Cl)cc3)nc(N3CCOCC3)n2)cc1
    1.5	-8.9	7.2	1.9	34.6	-8.2	-0.6	7.3	-32.1	0.7
> CC(=O)c1cccc(CN2CCCC(CCC(=O)NCc3ccccc3F)C2)c1 (stereo unspecified)
    2.1	10.7	-22.9	4.0	-20.5	-9.2	0.0	19.6	12.7	-8.1
> O=C(NCCCN1CCCC1=O)c1cccc(S(=O)(=O)N2CCN(c3ccc(F)cc3)CC2)c1
    -0.4	0.2	4.4	-2.3	15.5	2.6	0.1	4.1	-5.5	-0.6
> Cc1noc(C)c1C(=O)OCC(=O)NCCc1ccc(Cl)cc1
    2.2	-2.0	-5.5	2.0	22.3	-7.4	-0.3	13.8	15.0	3.9
> C=CCN1C(=O)C(Cc2cccc(C)c2)SC1=Nc1ccc(C(=O)O)cc1 (stereo unspecified)
    -3.3	0.1	-0.6	-2.0	6.1	0.8	0.1	9.8	8.5	6.2
> CCN1/C(=C/c2cc[n+](CCCS(=O)(=O)[O-])c3ccccc23)Sc2ccccc21
    -0.8	-16.1	-2.8	-0.8	-2.9	2.2	-0.7	1.4	-8.9	-16.6
> COCCn1nnnc1C(c1cccc(C(F)(F)F)c1)N1CCOCC1 (stereo unspecified)
    -6.7	nt	-0.6	-1.3	10.7	nt	-0.2	0.9	4.5	-3.6
> O=C(Nc1nccs1)c1ccccc1Br
    2.9	-3.9	-3.6	0.8	-41.9	2.4	2.7	-3.8	-22.6	5.2
> O=C(COc1ccccc1Cl)c1ccc2c(c1)CCCC2
    0.5	38.1	-12.3	1.3	-200.9	21.3	2.3	293.3	-17.9	19.0
> CC1(C(=O)OCC(=O)Nc2ccccc2)CC1(Cl)Cl (stereo unspecified)
    4.1	24.7	-11.4	-1.7	-68.6	14.8	3.2	18.4	-3.2	17.3
> O=C(COC(=O)c1cc(Br)ccc1O)Nc1cccnc1Cl
    nt	6.4	-4.8	nt	-11.6	0.3	-0.2	16.7	nt	-8.9
> CCc1cccc(NC(=O)COC(=O)c2cc([N+](=O)[O-])ccc2N2CCOCC2)c1
    nt	-0.5	-7.6	nt	-5.7	2.6	2.2	44.6	nt	-5.7
> O=C(O)c1ccccc1-c1ccccc1C(=O)NCCCO
    1.3	-13.2	7.5	2.2	16.6	-2.5	-0.2	24.2	7.7	0.0
> CCC(c1nnnn1Cc1ccccc1)N1CCN(c2ccccc2)CC1 (stereo unspecified)
    -0.7	-20.3	1.7	-5.2	-17.2	-0.1	0.2	-8.6	-29.0	-0.3

Bioassay records (PubChem)
